Screening results as filed in PubChem BioAssay.
Cneo AK release = causes C. neoformans cell lysis; adenylate kinase release luminescence, 4 h; normalised: neutral wells 0, clomiphene wells 100; actives 0.2% (n = 360,000); lysis activity, % at 15 µM; AID 651654;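 active means mean lysis activity across replicates of at least 80%, whatever share of replicates individually reach that level; inactive means mean lysis activity below 80%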
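Schedule: static 4 h at 37 °C with compound, 1 h detection; system: C. neoformans cells; benchmarks: Clomiphene as positive control; buffer or medium: fresh YPD medium; measure: luminescence rise reflecting yeast cell lysis; measured by: luminescent adenylate kinase detection reagent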
PglD inh = inhibitors of Campylobacter jejuni PglD acetyltransferase. purified PglD enzyme, DTNB colorimetric CoA detection. inhibition, % at 12.5 µM. actives 0.098% (n = 360,000). AID 602405; in the data active means inhibition above about 16%, passing the limit was not always enough; further: strong numbers were not always called active
GSIS activator = GLuc luminescence reporter in INS-1E cells, primary screen for activators of glucose-dependent secretion of insulin. INS-1E GLuc reporter insulin secretion, 2-3 h. activation, % at 16.6 µM. actives 0.61% (n = 370,000). AID 743287;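 active means lowest replicate activation of at least 40%, so every replicate reaches that level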;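 further: 0% = median of neutral control wells and 100% = median of IBMX positive control wells; some compounds called inactive have numbers as strong as hits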
PAX8 reporter = lowers PAX8-driven luciferase in RMG-I cells | RMG-I TPO-luciferase reporter, SteadyGlo, 24 h | inhibition, % at 12.6 µM | actives 1.2% (n = 360,000);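 active means mean replicate inhibition at least 60% with every replicate also reaching 60%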;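 further: luciferase light reporting Pax8 driven TPO promoter activity; plate controls were median of neutral control wells for no effect and mitoxantrone controls for full effect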
ARNT-TACC3 inh = ARNT/TACC3 interaction disruption. actives 0.66% (n = 390,000). Q9Y6A5. inhibition, % at 9.99 µM. AlphaScreen His-ARNT PAS-B/GST-TACC3 binding, luminescence; TACC3 fragment carries E629A point mutation;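 active means mean inhibition of replicates at least 50% and at least half of replicates each reaching 50%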;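 further: 0% = complete ARNT plus TACC3 wells and 100% = ARNT alone without TACC3; many hits fall short of the cut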
LGR2 antag = Drosophila LGR2 receptor signaling inhibition | HEK293 LGR2, CRE-luciferase, bursicon-stimulated, 4 h | inhibition, % at 9.99 µM | actives 0.35% (n = 380,000) | AID 720647;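 active means drop in luminescence signal, shown as inhibition above about 50% in the replicate tests, limit read from the data, passing the limit was not always enough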;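 further: agonist challenge used bursicon conditioned medium at about half maximal strength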
C2C12 statin = protects C2C12 myotubes from simvastatin toxicity; ATP luminescence, 48 h; scaled: DMSO 0, geranylgeraniol control 100; rescue of ATP level, % at 7.49 µM; actives 0.78% (n = 330,000); AID 602340;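 active means mean ATP rescue above about 67%, or every replicate alone reaching that limit, limit read from the data, passing the limit was not always enough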;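 further: myotubes were challenged with 10 µM simvastatin during compound exposure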
PGC1a acetyl inh = lowers PGC1a acetylation signal in U2OS cells. AlphaScreen anti-acetyl-lysine; with virally co-expressed GCN5 acetyltransferase. inhibition, % at 15.6 µM. actives 0.17% (n = 350,000). AID 651687;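 active means every replicate shows inhibition of at least 40%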;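 further: 0% = neutral control wells and 100% = positive control wells; some results beyond the cut were filed as inactive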
* marks the source's active call; other numbers are inactive results; x = not tested or not shown.

smiles	Cneo AK release	PglD inh	GSIS activator	PAX8 reporter	ARNT-TACC3 inh	LGR2 antag	C2C12 statin	PGC1a acetyl inh
Cc1ccccc1S(=O)(=O)N1C[C@H](O)COC[C@H]2O[C@@H](CC(=O)N3CCN(C)CC3)CC[C@@H]21	-4	-2	15	-25	6	12	16	-4
Cc1cc(C)n2nc(SCC(=O)N(C)C3CCCCC3)nc2n1	0	-2	0	-5	0	-17	-9	8
CC(C)(C)Sc1ccccc1S(=O)(=O)C(C)(C)C	x	x	-10	-14	-9	9	x	x
COc1ccc(NC(=O)N(C)C[C@@H]2Oc3ccc(NS(=O)(=O)c4cccs4)cc3CC(=O)N([C@H](C)CO)C[C@@H]2C)cc1	0	-3	3	9	-7	-8	-13	3
COc1cccc(NC(=O)N(C)C[C@H]2Oc3cc(-c4cccc(C(=O)N(C)C)c4)ccc3S(=O)(=O)N([C@H](C)CO)C[C@@H]2C)c1	-3	5	-15	8	-5	-9	-3	-2
C=CCSC1=N/C(=C\c2ccc3c(c2)OCO3)C(=O)S1	5	-6	x	x	5	x	x	4
CCOc1ccccc1/C=N/n1c(C)nc2ccccc2c1=O	1	6	5	-23	7	5	-3	4
CCOC(=O)Cc1c(C)nc(SC)[nH]c1=O	x	x	3	-10	-12	-16	x	x
O=C(Oc1ccc2c(-c3ccccc3)cc(=O)oc2c1)C1CCCCC1	-1	-3	x	x	-4	x	8	12
Cc1noc(C)c1NC(=O)Nc1ccc2c(c1)C(=O)N(C)[C@H]1CC[C@H](CC(=O)N[C@@H]3CCN(Cc4ccccc4)C3)O[C@@H]1CO2	2	-1	0	-6	5	2	32	3
OCCCc1nc2n(n1)C(c1ccccc1)C=C(c1ccccc1)N2 (stereo not drawn)	2	4	x	x	0	x	16	6
Cc1ccc(C(=O)OCC(=O)N2CCC(C)CC2)cc1S(=O)(=O)N1CCCCC1	-2	-4	-45	19	2	-2	-1	5
CCNC(=O)C[C@H]1CC[C@@H]2[C@H](COC[C@H](O)CN2C(=O)Nc2c(C)noc2C)O1	-1	1	9	8	-7	12	-2	-2
CCN(C(=O)CSc1cccc[n+]1[O-])C1CCCCC1	0	2	6	-2	x	-1	3	x
CN(Cc1nccn1C)C(=O)CC1C(=O)NCCN1Cc1ccccc1C(F)(F)F (stereo not drawn)	1	-2	0	-3	1	-8	2	-2
C/C(=N\Nc1ccc(Cl)c(Cl)c1)c1ccc(-n2ccnc2)cc1	x	x	3	-14	-4	-23	x	x
CCOC(=O)N1CCN(c2c(N3CCOCC3)c(=O)c2=O)CC1	-1	-2	1	-3	-6	2	-7	5
CCCNC(=O)C[C@@H]1CC[C@H]2[C@@H](COC[C@@H](O)CN2C(=O)c2cccnc2)O1	0	-2	10	-11	-6	12	3	-2
COc1ccc(CC(=O)NCCS(=O)(=O)N2CCN(c3ccccc3)CC2)cc1OC	x	1	-7	20	-4	17	1	3
COCC(=O)Nc1ccc2c(c1)C(=O)N(C)C[C@H](OC)[C@@H](C)CN(C(=O)Cc1ccccn1)[C@H](C)CO2	3	2	8	-8	1	-7	2	-4
CCC(C)[C@H]1CNCCN1CCCc1cc(OC)c(OC)c(OC)c1 (stereo partly drawn)	3	6	x	-20	-1	-13	-2	-5
O=C(O)c1sccc1OCc1ccccc1	x	x	-1	10	0	-2	x	x
O=C(Nc1c2c(nn1-c1ccccc1)CS(=O)C2)c1ccc(Br)o1 (stereo not drawn)	0	3	23	6	5	9	7	x
CN(C(=O)COn1nnc2ccc(S(=O)(=O)N3CCOCC3)cc21)c1ccccc1	0	7	5	-12	1	5	12	4
COc1ccc(NC(=O)Nc2ccc3c(c2)CC(=O)N([C@H](C)CO)C[C@@H](C)[C@@H](CN(C)Cc2ccc(C(F)(F)F)cc2)O3)cc1	-1	3	2	55	17	-12	-190	-3
CN(C(=O)COC(=O)c1ccc([N+](=O)[O-])cc1)c1ccccc1	x	x	-10	0	7	-7	x	3
C/C(=N\Nc1ccc([N+](=O)[O-])cc1)c1ccco1	x	x	-9	-267	-6	-103	5	-12
CCCOC(c1ccccc1)(c1ccc(C(F)(F)F)cc1)C(Oc1nc(C)cc(C)n1)C(=O)O (stereo not drawn)	-1	12	x	51	-8	-1	-12	-3
CC(C)c1ccc(OCC(O)CN2CCCC2)cc1 (stereo not drawn)	1	-6	-10	-14	-1	2	-6	3
Cn1c(C(C(=O)NCC2CCCO2)N(C(=O)Cn2nnc3ccccc32)C2CCCCC2)nc2ccccc21 (stereo not drawn)	1	-4	x	x	1	x	2	-6
Cc1cccc(OCC(O)CN2CCN(S(=O)(=O)c3ccc(C)cc3C)CC2)c1 (stereo not drawn)	2	-5	-6	-8	2	11	-3	6
COc1ccc(CN2CCN(S(=O)(=O)c3ccc(NC(C)=O)cc3)CC2)cc1	5	1	-12	-4	-4	21	-2	-4
CC1CCCN(CCCNC(=O)c2cn(C)c3ccc(S(=O)(=O)N(C)C4CCCCC4)cc3c2=O)C1 (stereo not drawn)	2	-2	34	-6	3	-4	0	2
COc1ccccc1NC(=O)Cn1c(CCC(=O)O)ccc1-c1ccc(C)cc1	x	x	1	-4	5	x	x	25
COC(=O)CCCC1=CC2=CC(=O)C(C)(OC(=O)c3cccs3)C(=O)C2=CN1c1cccc(C#N)c1 (stereo not drawn)	-6	-7	x	x	-12	x	7	19
COc1ccccc1Cc1c(-c2cccc(Cl)c2)nc2ccc(C)cn12	2	-1	x	-105	x	-70	-18	-15

Whole records as entered above. Values in the order: Cneo AK release	PglD inh	GSIS activator	PAX8 reporter	ARNT-TACC3 inh	LGR2 antag	C2C12 statin	PGC1a acetyl inh
`CCCOC(c1ccccc1)(c1ccc(C(F)(F)F)cc1)C(Oc1nc(C)cc(C)n1)C(=O)O` (stereo not drawn) is listed as -1	12	x	51	-8	-1	-12	-3
`COc1ccccc1Cc1c(-c2cccc(Cl)c2)nc2ccc(C)cn12` is listed as 2	-1	x	-105	x	-70	-18	-15
`Cn1c(C(C(=O)NCC2CCCO2)N(C(=O)Cn2nnc3ccccc32)C2CCCCC2)nc2ccccc21` (stereo not drawn) is listed as 1	-4	x	x	1	x	2	-6
`C/C(=N\Nc1ccc([N+](=O)[O-])cc1)c1ccco1` is listed as x	x	-9	-267	-6	-103	5	-12

The list goes on.
smiles	Cneo AK release	PglD inh	GSIS activator	PAX8 reporter	ARNT-TACC3 inh	LGR2 antag	C2C12 statin	PGC1a acetyl inh
O=C(NC1CCSC1=O)C1CC(=O)N(c2ccc(F)cc2)C1 (stereo not drawn)	1	-3	8	-2	21	10	25	-6
O=C(Nc1nccs1)c1ccc(S(=O)(=O)NCC2CCCCC2)cc1	-1	4	-42	x	5	-4	2	-26
Cc1nn(C(C)C(=O)N2CCCC2)c(=O)c2nn(-c3ccccc3)c(C)c12 (stereo not drawn)	-1	-2	7	0	-8	7	-2	-2
CCn1c(=NC(=O)c2ccc(S(=O)(=O)N3CCOCC3)cc2)sc2cccc(OC)c21	6	6	x	x	-4	x	-21	x
CCOC1CCCC(n2cnc3c(=S)nc[nH]c32)O1 (stereo not drawn)	-1	-8	5	83*	0	-12	5	5
CN(C)c1cccc(C(=O)N2CCC(n3nccc3NC(=O)C3CCOC3)CC2)c1 (stereo not drawn)	3	-10	2	-11	7	3	-9	1
C[C@H](NC(=O)c1[nH]cnc1C(=O)Nc1ccccc1F)c1ccccc1	-2	-4	-2	-15	x	-29	15	x
COc1ccc(-n2nc(C(=O)NCC(=O)NCc3ccco3)c3ccccc3c2=O)cc1Cl	5	-5	x	10	-4	x	-7	-15
CCOc1ccc(C(=O)C(C)OC(=O)Cn2[nH]c(=O)c3ccccc3c2=O)cc1 (stereo not drawn)	-3	2	-1	-3	15	-14	0	x
C[C@@H]1CN([C@H](C)CO)C(=O)c2cc(C#CC3(O)CCCC3)cnc2O[C@@H]1CN(C)C(=O)CC1CC1	-1	0	1	x	-4	12	15	2
O=C(O)CC(c1cccc(C(F)(F)F)c1)N1CCS(=O)(=O)CC1 (stereo not drawn)	0	-3	-1	7	-5	7	-3	3
O=C(Nc1nc2ccccc2s1)C1CCCO1 (stereo not drawn)	x	-1	5	x	-1	-9	6	-12
Cc1ccc(C)c(OCC(=O)NC(Cc2c[nH]c3ccccc23)C(=O)O)c1 (stereo not drawn)	x	x	-10	1	1	-8	x	3
O=C(NCc1cccnc1)C(=O)NCC(c1ccco1)N1CCN(c2ccccc2)CC1 (stereo not drawn)	3	5	13	13	-1	-11	5	11
O=C(C[C@@H]1CC[C@H]2[C@@H](COC[C@H](O)CN2C(=O)c2ccncc2)O1)NCc1cccc(F)c1	-4	-3	5	-3	0	-10	-11	12
C[C@@H]1CN([C@H](C)CO)S(=O)(=O)c2ccc(-c3ccccc3)cc2O[C@@H]1CN(C)Cc1ccncc1	-6	0	-12	x	3	14	-19	-6
CCOc1ccc(NC(=S)NS(=O)(=O)c2cc(Br)ccc2OCC)cc1	0	-4	x	-1	x	-2	x	-5
CC(C)(C)c1ccc(/C=N/OCC(=O)NCc2ccc(F)cc2)cc1	x	x	-18	6	23	13	x	x
COCCn1cc(C(=O)c2ccccc2OCC(=O)Nc2cc(C)on2)cc(C#N)c1=O	1	0	x	x	x	x	-5	-5
COc1cccc(-n2ccn(CC(=O)NCCc3ccccc3)c(=O)c2=O)c1	0	0	14	-13	7	10	15	-3
O=C(c1ccc(F)cc1)N1CCC2(CC1)NCCc1[nH]cnc12	x	x	11	-1	-5	12	x	x
CCOc1ccc(Br)cc1C1C(C(=O)OC)=C(N)Oc2cc(N(C)C)ccc21 (stereo not drawn)	-1	3	x	x	2	x	-9	-19
COc1ccccc1OCc1cc(C(=O)N(C)CCC2CCOCC2)no1	3	-2	26	-148	x	-55	32	0
COc1cc(NC(=O)c2cc(C)no2)c(OC)cc1Cl	1	-4	4	14	2	-4	-7	4
CCCCOc1ccc(C(=O)N2CC(C)OC(C)C2)cc1 (stereo not drawn)	2	0	7	x	1	-4	-1	17
C=C(C)C(=O)Nc1cccc(C2=NOC3(C2)C[C@@H](C(N)=O)N(C(=O)C(=C)C)C3)c1 (stereo partly drawn)	6	-1	10	0	-5	19	-10	-1
CCN(CC)C(=O)Sc1cccc2cccnc12	0	-5	11	x	8	-2	7	0
CCOc1ccc(Cl)cc1CNc1nnnn1CC	0	-6	-4	18	-2	6	7	-10
O=C(Cn1cncn1)c1ccc(Cl)cc1	0	2	18	6	-11	7	5	1
O=S(=O)(c1ccc(F)cc1)N1CCCC(CO)C1 (stereo not drawn)	1	33*	x	x	3	x	-2	5
O=C(C[C@@H]1CC[C@@H]2[C@H](COC[C@H](O)CN2C(=O)c2ccc3c(c2)OCO3)O1)NC1CCCC1	-1	2	11	1	-2	6	12	3
CC1=C(C(=O)OCCCBr)C(c2ccc3c(c2)OCO3)NC(=O)N1 (stereo not drawn)	-5	1	x	x	9	x	1	5
COc1cc2c(cc1OC)CN(Cc1ccc(C)cc1)CC2	2	-7	9	12	4	4	-3	13
CCOC(=O)c1ccc(NC(=O)C(CC)CC)cc1	1	3	x	-41	0	x	-21	4
CC(C)C#Cc1ccc2c(c1)O[C@@H](CN(C)C(=O)c1cccnc1)[C@@H](C)CN([C@H](C)CO)S2(=O)=O	0	2	4	x	-1	-15	15	7
CC(C)(C)N(Cc1ccccc1)C(=O)CSc1ncn[nH]1	-1	-3	7	3	-14	-11	0	-8

Compounds as they come (roughly 2.9% active in at least one column).
